N370S GC mod: inhibitors or activators of N370S glucocerebrosidase for Gaucher disease. P04062. N370S GC spleen homogenate, 4MU-glucoside fluorescence. Potency, µM (highest dose often 59.4 µM), for inactives: at the highest dose activity change, negative = inhibition, hits mostly inhibitors. 330,000 tested, 0.092% active;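 further: 0% = full enzyme activity and -100% = no enzyme basal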
FEN1 inh: inhibitors of human flap endonuclease 1; 390,000 tested, 0.35% active; P39748; Potency, µM (titrated, usually from 114 µM), for inactives: at the top dose activity change, negative = inhibition, most hits filed as inhibitors; Recombinant FEN1 flap cleavage, fluorescence, 15 min; further: nearly all actives have a fitted effect of over 65% in size
Target sequence (P39748 whole entry, looked up): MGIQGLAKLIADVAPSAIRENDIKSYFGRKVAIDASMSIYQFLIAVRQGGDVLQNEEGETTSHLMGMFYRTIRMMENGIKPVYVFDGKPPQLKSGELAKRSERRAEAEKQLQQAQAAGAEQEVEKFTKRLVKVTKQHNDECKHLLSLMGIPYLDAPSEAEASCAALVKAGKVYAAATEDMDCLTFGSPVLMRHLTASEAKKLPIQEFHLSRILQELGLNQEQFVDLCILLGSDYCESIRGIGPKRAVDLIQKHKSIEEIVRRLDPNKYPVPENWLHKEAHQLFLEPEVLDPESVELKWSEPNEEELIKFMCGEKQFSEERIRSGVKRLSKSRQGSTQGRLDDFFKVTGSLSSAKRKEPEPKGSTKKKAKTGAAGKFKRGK
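With each library titrated from low to high concentration, compounds met 10 nM FEN1 for 15 min at room temperature before 50 nM substrate was added; readings at 0 and 15 min fed four-parameter Hill curve fits.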
TDP1 block: TDP1 (human) enzyme inhibition; 350,000 tested, 0.28% active; Potency, µM (titrated, usually from 130 µM), without a hit: at the top dose activity change, negative = inhibition, most hits filed as inhibitors; Q9NUW8; recombinant TDP1, AlphaScreen DNA substrate cleavage; AID 485290; further: nearly all actives have a fitted effect of over 40% in size
Target sequence (Q9NUW8 whole entry, looked up): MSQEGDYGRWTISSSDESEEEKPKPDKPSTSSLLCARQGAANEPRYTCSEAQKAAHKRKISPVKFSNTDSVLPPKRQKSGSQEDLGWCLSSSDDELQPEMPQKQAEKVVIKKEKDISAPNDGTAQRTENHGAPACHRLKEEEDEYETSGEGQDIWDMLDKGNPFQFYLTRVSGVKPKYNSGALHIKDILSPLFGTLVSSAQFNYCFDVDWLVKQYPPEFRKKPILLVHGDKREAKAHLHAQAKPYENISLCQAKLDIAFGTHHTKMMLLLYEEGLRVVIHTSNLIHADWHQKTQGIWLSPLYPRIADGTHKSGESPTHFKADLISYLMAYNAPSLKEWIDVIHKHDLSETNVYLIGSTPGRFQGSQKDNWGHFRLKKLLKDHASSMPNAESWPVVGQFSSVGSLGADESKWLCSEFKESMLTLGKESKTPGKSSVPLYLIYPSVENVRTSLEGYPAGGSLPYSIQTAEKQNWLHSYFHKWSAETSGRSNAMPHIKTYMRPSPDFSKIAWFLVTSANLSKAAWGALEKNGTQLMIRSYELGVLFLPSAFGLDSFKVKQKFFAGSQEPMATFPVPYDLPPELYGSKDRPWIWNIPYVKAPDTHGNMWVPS
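Tdp1 1 nM final; 15 min RT w/ cpd; substrate 15 nM, 5 min; beads 10 ug/ml, 10 min; AlphaScreen read. Neg ctrl: no enzyme.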
Starred values were filed as active, the others as inactive; ? = inconclusive; . = not tested or not shown; & = joins results of further samples; [ ] = dose if it differs, or a comment. The call rests on the fitted dose curve; in most records, active means well fitted curve in the direction sought with a large enough effect; inconclusive means small, poorly fitted or top-dose-only effect, or another doubt; inactive means no such curve, though single readings can be large; an effect the other way counts as inactive or inconclusive. Unless noted, on the % scale 0 is the no-effect control and ±100 the full control effect; potency means the concentration at half of the fitted maximal effect. Compounds were not picked by outcome; any-hit rate near 0.57%.

N370S GC mod	FEN1 inh	TDP1 block	molecule
3%	1%	2%	COc1cc(CNc2ccc(CNc3ncn[nH]3)cc2)cc(Cl)c1OCc1ccccc1
.	-23%	1%	Cc1cc(C)c(NC(=O)CNC(=O)CN(C)Cc2ccc(Br)s2)c(C)c1
?	?	.	CC(C)c1ccccc1NC(=O)CNCCc1ccc(C(F)(F)F)cc1
4%	1%	2%	Nc1nn(-c2cccc(F)n2)cc1-c1ccc(Cl)cc1
5%	-7%	0%	COc1ccc(NC(=O)Nc2ccccc2C)c(OC)c1
6%	10%	3%	COc1ccccc1N1CCN(CCC(=O)Nc2ccc3c(c2)OCO3)CC1
-10%	0%	2%	CC1(C)Cc2ccccc2C(=NCC(=O)O)N1
-2%	-2%	8%	CCNC(=O)CC1C(=O)N(c2ccc(C)cc2)C(=O)N1Cc1ccccn1 (stereo not drawn)
6%	-11%	5%	O=C(O)Cn1c(SCc2ccccc2)nc2ccccc21
6%	-4%	6%	COc1ccc(CNC(=O)c2c(O)c3cccc4c3n(c2=O)CCC4)cc1OC
-8%	-15%	6%	Cc1ccc(NC(=O)CCn2c(=O)oc3ccccc32)c(C)c1
-5%	2%	9%	CCCCCC1(C)NC(=S)N(c2ccccc2)N1 (stereo not drawn)
.	-12%	-2%	Cc1ccc(CNC(=O)CSc2c3c(nc4ccc(Cl)cc24)CCCC3)cc1
.	-6%	3%	Nc1ncc(S(=O)(=O)NCc2cccc(Cl)c2)cn1
-2%	-4%	3%	CCOc1c(CNCCNC(=O)c2nonc2N)cccc1OC
-6%	-9%	-6%	CNC(=O)CN1C(=O)NC(Cc2c[nH]c3ccccc23)C1=O (stereo not drawn)
.	-4%	1%	CCN(C[C@H]1N[C@@](CC)(C(=O)OC)[C@H]2C(=O)N(Cc3ccccc3)C(=O)[C@@H]12)C(=O)Nc1ccc(C)cc1
-8%	10%&-3%	8%	Cc1ccccc1NS(=O)(=O)c1nnc(NC(=O)c2ccc(Cl)cc2)s1
3%	2%	-7%	O=C(CCCCn1c(=S)[nH]c2ccsc2c1=O)NCc1ccco1
-3%	6%	-3%	Cc1cccc(C2N(c3nccs3)C(=O)C3CCCN32)c1 (stereo not drawn)

(continued)
N370S GC mod	FEN1 inh	TDP1 block	molecule
9%	15%	0%	COCCn1c(SCC(=O)Nc2ccc(F)cc2)nc2c(oc3ccccc32)c1=O
3%	-11%	0%	Cc1ccccc1-n1c(=O)cc(N2CCN(C(=O)c3ccco3)CC2)[nH]c1=O
4%	-2%	5%	O=C(O)CSc1nnnn1-c1ccc2c(c1)OCCO2
-2%	-13%	10%	Cc1cccc(Cc2ccc(Cl)nn2)c1
.	-11%	4%	Cc1oc(-c2ccccc2Cl)nc1CS(=O)(=O)CC(=O)NCc1ccc(F)cc1
5%	-1%	4%	CCSc1nc2c(c(=O)[nH]c(=O)n2C)n1C/C=C(/C)Cl
?	1%	5%	Cc1ccc(OCc2cc(C(=O)N(C)Cc3nccn3C)no2)cc1C
-11%	13%	-5%	CC(C)c1ccc(COc2ccc(C(=O)N3CCOCC3)cc2)cc1
12%	-26%	2%[56.1 µM]	Cc1cccc(C2=NN(c3ccc(Br)cc3)[C@@H](C(=O)N3CCOC3=O)[C@@H]2c2ccc([N+](=O)[O-])cc2)c1
.	-7%	1%	COc1ccc(C(=O)Nc2ncc(C)s2)cc1S(=O)(=O)N1CCOCC1
11%	-2%	5%	Cc1cccc(OCCn2c(S(=O)(=O)O)nc3ccccc32)c1
-9%	3%&25%	4%	CCc1ccc(NC(=O)C2CCCN2S(=O)(=O)c2ccc3c(c2)n(C)c(=O)c(=O)n3C)cc1 (stereo not drawn)
-4%	-1%	4%	O=C(Cc1c(Cl)cccc1Cl)Nc1ccc(S(=O)(=O)Nc2ncccn2)cc1
8%	-13%	11%	Cn1cccc1/C=N/N1CCN(Cc2ccccc2)CC1
0%	-5%	.	COc1ccccc1CC(=O)NCCc1c[nH]c2ccccc12
4%	15%	1%	CC(C)(C)c1ccc(NC(=O)CSc2n[nH]c(=O)n2-c2cccnc2)cc1
.	-2%	6%	O=C(c1ccc2c(c1)N(Cc1cccc(Cl)c1)C(=O)c1ccccc1S2(=O)=O)N1CCC(Cc2ccccc2)CC1
-4%	4%	-3%	COc1ccc(/C(O)=C2/C(=O)C(=O)N(CC3CCCO3)C2c2ccc(OC)c(OC)c2)cc1 (stereo not drawn)
.	0%	-2%	CC(=O)Nc1cccc(C(=O)NNC(=O)c2ccc(-n3cnnn3)cc2)c1
2%	-8%	2%	CCCN(CCC)C(=O)C1c2ccccc2Oc2ccccc21

The list continues:
N370S GC mod	FEN1 inh	TDP1 block	molecule
-3%	-6%	1%	CCCCOc1ccc(C(=O)N/N=C/c2ccc(OCCN3CCCCC3)c(OC)c2)cc1
.	18%	-1%	CCCCN1C(=O)C(=O)N(CC(=O)Nc2ccc(C(N)=O)cc2)C1=O
6%	8%	0%	O=C1CC(C(F)(F)F)=NN1
-5%	.	5%	CCC(C)C(=O)OC1C2CC3=C4CC(=O)OC(c5ccoc5)[C@]4(C)CCC3[C@@](C)(C2=O)C(CC(=O)OC)C1(C)C (stereo partly drawn)
-3%	1%	0%	COc1ccc(N(CC(=O)NCCSc2ccccn2)S(=O)(=O)c2ccccc2)cc1Cl
3%	-8%	2%	CC1(C)CNC(=O)CC(C)(C)N1
-1%	-5%	2%	O=C(Nc1sc2c(c1C(=O)O)CCCC2)C(=O)N1CCOCC1
2%	-19%	6%	COc1cc(O)oc1C=Nc1ccc(Oc2ccccc2)cc1
1%	-6%	0%	CCC(C)NC(=O)COC(=O)c1cccnc1Nc1ccccc1F (stereo not drawn)
5%	20%	0%	COCCNC(=O)C(=O)Nc1cc2c3c(c1)C(C)C(=O)N3CCC2 (stereo not drawn)
-11%	-3%	1%[0.505 µM]	Cc1cccc(C)c1NC(=O)CN(C)C(=O)CC1Sc2ccccc2NC1=O (stereo not drawn)
1%	-17%	3%	O=c1ccnc(Nc2ccc(Cl)cc2)[nH]1
-3%	3%	.	COc1ccc(/C=N/n2c(C)nc3ccccc3c2=O)cc1OC
-2%	8%	-1%	COc1ccc(NC(=O)c2cccc(NC(=O)C(C)C)c2)c([N+](=O)[O-])c1
5%	-11%	0%	O=C(CSc1nnc(-c2cccnc2)o1)Nc1ccc(Cl)cc1
?	-3%	10%	O=C(CSc1nc2ccccc2c(=O)n1CC1CCCO1)Nc1ccccc1Cl (stereo not drawn)
-4%	4%	-3%	O=C(CCCn1c(=O)c2sccc2n(CC(=O)NCc2ccco2)c1=O)NCc1ccco1
-1%	-2%	-11%	C=CCNc1sc(C(=O)c2ccccc2)c(N)c1C#N
-26%	-5%	2%	O=C(Nc1ccc(CN2CCCCC2)cc1)c1sc2ccccc2c1Cl
2%	-2%	8%	COc1cc(/C=C/c2ccc3cccc(OC)c3n2)c(O)c([N+](=O)[O-])c1

The list goes on.
N370S GC mod	FEN1 inh	TDP1 block	molecule
0%	6%	-19%	CC1CCN(S(=O)(=O)c2ccc(C(=O)OC(C)C(=O)NC3CCCCC3C)cc2)CC1 (stereo not drawn)
.	-2%	-1%	Cc1nc(N2CCCC2)ncc1C(=O)N1CCN(c2ccccc2F)CC1
6%	-16%	5%	COc1ccc(NC(=O)Nc2nnc(N3CCCCC3C)s2)cc1OC (stereo not drawn)
.	-2%	1%	CCc1ccc(N2C(=O)CN(S(=O)(=O)CC)CC2(C)C(=O)NC2CCCCC2)cc1 (stereo not drawn)
-3%	0%	3%	COc1ccc([N+](=O)[O-])cc1/C=N/NC(=O)CNC(=O)c1cccc(F)c1
12%	-11%	.	COc1ccccc1-c1c(C)nn2c(N)c(-c3ccccc3)cnc12
.	-1%	0%	O=S(=O)(NNc1ncc(C(F)(F)F)cc1Cl)c1ccccc1
.	0%	7%	CSc1ccc(CCNC(=O)c2ccc(-n3c(C)cc4c3CCC(C)C4)cc2)cc1 (stereo not drawn)
-8%	7%	.	CCCCOP(=O)(OCCCC)C(Nc1ccc(C(=O)OCC)cc1)c1ccncc1 (stereo not drawn)
.	10%	5%	CC(C)OC(=O)c1c(-c2ccccc2)c(-c2ccccc2)nn(C)c1=O
-3%	19%	-3%	CC12CN3CC(C)(CN(C1)C3c1ccc(F)cc1)C2 (stereo not drawn)
.	12%	7%	CC(=O)c1ccc(NC(=O)C2CCC(CNS(=O)(=O)c3cccc4nsnc34)CC2)cc1 (stereo not drawn)
12%	-7%	2%	CCOC(=O)c1sc(NC(=O)CSc2nc3c(cc2C#N)CCCCC3)c(C#N)c1C
.	19%	0%	CNC(=O)c1ccc(NC(=O)CC2SC(N3CCCC3)=NC2=O)cc1 (stereo not drawn)
-2%	1%	2%	COc1ccccc1N1CCN(C(=O)c2ccc(CS(=O)(=O)c3ccccc3OC)o2)CC1
.	9%	0%[56.1 µM]	CC(Sc1ccc(S(=O)(=O)N2CCOCC2)cn1)C(=O)Nc1ccc(Cl)cc1Cl (stereo not drawn)
0%	12%	-1%	CCC(C)N(C(=O)COC(=O)c1nc(Cl)ccc1Cl)C1CCS(=O)(=O)C1 (stereo not drawn)
?	-19%&-5%	2%	CCN1CCSc2ccc(C(=O)NCc3cccc(Br)c3)cc21
.	12%	3%	CCN(C(=O)CSc1nccn1C)c1cccc2ccccc12
-8%	-10%	2%	O=C(c1ccc2nc(Cc3cccc(Cl)c3)oc2c1)N1CCC(O)CC1

More compounds.
N370S GC mod	FEN1 inh	TDP1 block	molecule
-2%	3%	.	CSCCC(NC(=O)c1ccc(Cl)cc1)C(=O)OCC(=O)N1CCCC1=O (stereo not drawn)
-12%	2%	5%	CCN1C(=O)C(CC(=O)Nc2cccc(C(C)=O)c2)S/C1=N\c1ccccn1 (stereo not drawn)
1%	.	5%	COc1cc(/C=C2/C(=N)N3C(=NC2=O)SN=C3S(=O)(=O)C(C)C)ccc1OS(=O)(=O)c1ccccc1
-1%	-10%	.	COc1ccc(F)cc1C(=O)C1CCCN(Cc2ccc3c(c2)OCCO3)C1 (stereo not drawn)
.	4%	0%	CCn1c(CCC(N)=O)nnc1SCC(=O)Nc1cccc(S(=O)(=O)N2CCCC2)c1
-16%	6%	.	CCOC(=O)C1(Cc2ccccc2)CCN(Cc2csc(C(C)=O)c2)CC1
3%	15%	4%	COc1ccc2cc(CCNC(=O)c3ccco3)c(=O)[nH]c2c1
.	23%	-11%	CCCCC1CCC(C(=O)N(CCOC)c2c(N)n(CC(C)C)c(=O)[nH]c2=O)CC1 (stereo not drawn)
4%	-20%	10%	O=C1/C(=C\c2ccccn2)SC(=S)N1Nc1ncc(C(F)(F)F)cc1Cl
-11%	1%	1%	Cc1ccc(C(=O)N2CCNC(=O)C2CC(=O)Nc2ccc(F)cc2)cc1C (stereo not drawn)
0%	3%	3%	COC(=O)c1sccc1NC(=O)CSCC(=O)O
28%	-11%	0%	COc1ccc(N(CC(=O)Nc2ccc3c(c2)OCO3)S(=O)(=O)c2c(C)nn(C)c2C)cc1
?	-4%	3%	Cc1ccc(C(=O)c2cc3ccccc3o2)cc1[N+](=O)[O-]
.	?	-2%	COc1ccc(S(=O)(=O)Nc2cccc3cccnc23)cc1
3%	-7%	9%	O=C(NCCCn1ccnc1)c1noc2c1CCCC2
10%	11%	.	O=C(O)C#Cc1cccc2ccccc12

Filtered by structure: those above with an NH in an aromatic ring (ten)
N370S GC mod	FEN1 inh	TDP1 block	molecule
3%	1%	2%	COc1cc(CNc2ccc(CNc3ncn[nH]3)cc2)cc(Cl)c1OCc1ccccc1
-6%	-9%	-6%	CNC(=O)CN1C(=O)NC(Cc2c[nH]c3ccccc23)C1=O (stereo not drawn)
3%	2%	-7%	O=C(CCCCn1c(=S)[nH]c2ccsc2c1=O)NCc1ccco1
3%	-11%	0%	Cc1ccccc1-n1c(=O)cc(N2CCN(C(=O)c3ccco3)CC2)[nH]c1=O
5%	-1%	4%	CCSc1nc2c(c(=O)[nH]c(=O)n2C)n1C/C=C(/C)Cl
0%	-5%	.	COc1ccccc1CC(=O)NCCc1c[nH]c2ccccc12
4%	15%	1%	CC(C)(C)c1ccc(NC(=O)CSc2n[nH]c(=O)n2-c2cccnc2)cc1
1%	-17%	3%	O=c1ccnc(Nc2ccc(Cl)cc2)[nH]1
3%	15%	4%	COc1ccc2cc(CCNC(=O)c3ccco3)c(=O)[nH]c2c1
.	23%	-11%	CCCCC1CCC(C(=O)N(CCOC)c2c(N)n(CC(C)C)c(=O)[nH]c2=O)CC1 (stereo not drawn)

Structural class, the compounds so far containing bromine (three)
N370S GC mod	FEN1 inh	TDP1 block	molecule
.	-23%	1%	Cc1cc(C)c(NC(=O)CNC(=O)CN(C)Cc2ccc(Br)s2)c(C)c1
12%	-26%	2%[56.1 µM]	Cc1cccc(C2=NN(c3ccc(Br)cc3)[C@@H](C(=O)N3CCOC3=O)[C@@H]2c2ccc([N+](=O)[O-])cc2)c1
?	-19%&-5%	2%	CCN1CCSc2ccc(C(=O)NCc3cccc(Br)c3)cc21

Screening data deposited in PubChem by National Center for Advancing Translational Sciences (NCATS).
